GRP78 ERSR act: qHTS for Inducers of the Endoplasmic Reticulum Stress Response (ERSR) in Human Glioma: qHTS; U87-MG GRP78 promoter luciferase reporter, 16 h; Potency, µM, without a hit: at the highest dose activation, most hits filed as activators; 420,000 tested, 0.02% active; AID 602332, 2012; further: potency means the concentration at half of the fitted maximal effect; series mostly up to about 76 µM; % of control where 0% means no effect; nearly all actives have a fitted effect of over 35% in size
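Stably transfected U87-MG human glioma cells carrying a GRP78-based luminescent sensor were seeded at 1000 cells/well, pin-dosed with compounds and incubated 16 h. Luciferase reagent was then added, and end-point luminescence was read after 10 min at room temperature.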
RGS4 inh: Inhibitors of Regulator of G Protein Signaling (RGS) 4: qHTS | Regulator of G-protein signaling 4 (Homo sapiens), P49798 | Transcreener GDP fluorescence polarization, RGS4-accelerated GTP hydrolysis | Potency, µM (doses to about 114 µM), inactives show at the top dose activity change, negative = inhibition, usual class: inhibitors | 390,000 tested, 0.039% active | AID 504845, 2011; further: potency means the concentration at half of the fitted maximal effect; on the % scale 0 is the no-effect control and ±100 the full control effect; nearly all actives have a fitted effect of over 75% in size; some results filed as inactive show a strong effect at the top dose
Target sequence (P49798 whole entry, looked up): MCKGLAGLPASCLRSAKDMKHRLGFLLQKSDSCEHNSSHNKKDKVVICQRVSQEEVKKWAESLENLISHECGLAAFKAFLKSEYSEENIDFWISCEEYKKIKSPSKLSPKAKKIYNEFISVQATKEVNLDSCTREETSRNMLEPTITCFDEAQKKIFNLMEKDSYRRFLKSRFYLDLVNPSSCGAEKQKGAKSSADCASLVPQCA
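MLSMR compounds (23 nl, pin-transferred) preincubated 10 min at room temperature with a 500nM (2x) first reagent, then RGS4 at 900nM (2x) plus Transcreener GDP mix added; fluorescence polarization (620/688 nm) read before and after 90 min at 30 °C.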
IDH1 R132H inh: qHTS for Inhibitors of mutant isocitrate dehydrogenase 1 (IDH1): qHTS; Isocitrate dehydrogenase [NADP] cytoplasmic (Homo sapiens), O75874; IDH1-R132H enzyme, NADPH consumption, diaphorase/resazurin fluorescence; Potency, µM (doses to about 76.6 µM), for inactives: at the top dose activity change, negative = inhibition, actives largely listed as inhibitors; 390,000 tested, 0.093% active; AID 602179, 2012; further: potency means the concentration at half of the fitted maximal effect; on the % scale 0 is the no-effect control and ±100 the full control effect; nearly all actives have a fitted effect of over 65% in size
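IDH1-R132H (0.5 ug/mL dispensed) in pH 7.5 Tris buffer was preincubated 30 min with compound, then given a substrate mix of 0.016 mM NADPH and 2 mM alpha-KG for 80 min at room temperature; remaining NADPH was read by diaphorase/resazurin fluorescence.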
Vif-A3G inh: qHTS for Inhibitors of Vif-A3G Interactions: qHTS | HeLa A3G-eYFP + Vif (tagged APOBEC3G with the HIV-1 protein that degrades it), YFP fluorescence, overnight | Potency, µM (doses to about 46.1 µM), without a hit: top-dose activity, negative = active, hits mostly inhibitors | DNA dC->dU-editing enzyme APOBEC-3G (Homo sapiens), Q9HC16 | AID 602310, 2012 | 410,000 tested, 0.076% active;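 further: potency means the concentration at half of the fitted maximal effect; on the % scale 0 is the no-effect control and ±100 the full control effect; nearly all actives have a fitted effect of over 60% in size; hits raise eYFP signal because A3G escapes Vif-driven loss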
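HeLa cells stably expressing Vif and C-terminally eYFP-tagged A3G, seeded overnight at 37 deg C, then exposed to compound by pintool overnight at 37 deg C. Rise in yellow fluorescence (Ex 488/Em 500-530, Acumen) marks blocked Vif-driven A3G degradation.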
Vif-APOBEC3F blk: qHTS for Inhibitors of Vif-A3F Interactions: qHTS | HeLa A3F-eYFP + Vif (tagged APOBEC3F with the HIV-1 protein that degrades it), YFP fluorescence increase | Potency, µM (titrated, usually from 46.1 µM), inactives show top-dose activity, negative = active | 390,000 tested, 0.2% active; further: potency means the concentration at half of the fitted maximal effect; % of control where 0% means no effect; nearly all actives have a fitted effect of over 65% in size
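HeLa cells stably expressing Vif plus C-terminally eYFP-tagged A3F were seeded, incubated overnight at 37 deg C, dosed with compound, incubated overnight again at 37 deg C. Yellow fluorescence (Ex 488/Em 500-530) reported blocked Vif-mediated A3F-eYFP degradation.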
USP1-UAF1 inh: Inhibitors of USP1/UAF1: Primary Screen; 390,000 tested, 0.23% active; Ubiquitin carboxyl-terminal hydrolase 1 (Homo sapiens), O94782; recombinant USP1/UAF1, Ub-Rhodamine cleavage fluorescence; Potency, µM (titrated, usually from 57.1 µM), without a hit: at the top dose activity change, negative = inhibition, hits mostly inhibitors; further: potency means the concentration at half of the fitted maximal effect; on the % scale 0 is the no-effect control and ±100 the full control effect; nearly all actives have a fitted effect of over 60% in size; inactives centre near -12
Target sequence (O94782 whole entry, looked up): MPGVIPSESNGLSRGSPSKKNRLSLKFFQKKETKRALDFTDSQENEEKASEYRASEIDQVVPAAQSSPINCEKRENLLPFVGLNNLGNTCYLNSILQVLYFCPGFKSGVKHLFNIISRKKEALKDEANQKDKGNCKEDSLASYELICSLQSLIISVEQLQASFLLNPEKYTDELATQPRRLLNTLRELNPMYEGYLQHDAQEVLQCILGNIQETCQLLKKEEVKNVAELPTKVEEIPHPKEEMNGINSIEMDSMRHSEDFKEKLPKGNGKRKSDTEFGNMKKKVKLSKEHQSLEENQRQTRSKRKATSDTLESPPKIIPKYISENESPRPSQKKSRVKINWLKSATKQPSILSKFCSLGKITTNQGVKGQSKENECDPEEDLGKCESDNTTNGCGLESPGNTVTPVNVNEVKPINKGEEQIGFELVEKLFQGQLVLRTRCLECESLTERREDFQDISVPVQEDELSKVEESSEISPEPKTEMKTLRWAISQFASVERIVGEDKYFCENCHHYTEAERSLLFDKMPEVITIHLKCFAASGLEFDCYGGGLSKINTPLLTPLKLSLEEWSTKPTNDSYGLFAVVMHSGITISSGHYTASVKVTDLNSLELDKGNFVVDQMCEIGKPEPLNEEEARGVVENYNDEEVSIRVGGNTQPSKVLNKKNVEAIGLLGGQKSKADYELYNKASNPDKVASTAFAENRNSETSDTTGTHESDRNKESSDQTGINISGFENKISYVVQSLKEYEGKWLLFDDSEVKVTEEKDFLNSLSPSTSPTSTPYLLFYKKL
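High-throughput fluorogenic screen: 1nM USP1/UAF1 complex, Ub-Rho substrate 150nM final, 50mM HEPES pH 7.8 with 0.5mM EDTA, 0.1 mg/ml BSA, 1mM TCEP and 0.01% Tween-20.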
TrxR1 substrate: qHTS Assay for Substrates of Mammalian Selenoprotein Thioredoxin Reductase 1 (TrxR1): qHTS; purified TrxR1 substrate turnover, NADPH consumption readout; Potency, µM (titrated, usually from 114 µM), for the others: top-dose activity change, negative = substrate turnover; 390,000 tested, 0.01% active; AID 588456, 2011; further: potency means the concentration at half of the fitted maximal effect; on the % scale 0 is the no-effect control and ±100 the full control effect; nearly all actives have a fitted effect of over 50% in size
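Rat TrxR1, dispensed at 90 nM, was prereduced with 400 uM NADPH (final) for 5 min at ~22 deg C, then incubated with compound 15 min before 400 uM selenite. A first-read NADPH fluorescence drop versus no-compound background flagged substrates.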
LDHA inh: qHTS assay for inhibitors of human lactate dehydrogenase; purified LDHA, NADH/diaphorase-resazurin fluorescence; stronger effect = lower value; activity change, % (values are at about 110 or 230 µM); 480,000 tested, 0.15% active; in the data active means activity change below about -30%; inconclusive means mostly about -25% to -30%;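 further: plate controls were DMSO wells for no effect and wells without enzyme for full effect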
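Human LDH5 at 2 nM final in Tris HCl pH 7.4 with 0.06 mM NADH and 0.2 mM pyruvate, reacted 5 minutes at room temperature. Remaining NADH coupled via diaphorase/resazurin; resorufin fluorescence read at 0 and 20 minutes, normalized to enzyme-free and DMSO wells.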
TrxR1 inh: qHTS Assay for Inhibitors of Mammalian Selenoprotein Thioredoxin Reductase 1 (TrxR1): qHTS; Thioredoxin reductase 1, cytoplasmic (Rattus norvegicus), O89049; recombinant rTrxR1, NADPH fluorescence consumption, selenite substrate; Potency, µM (highest dose often 114 µM), for inactives: at the highest dose activity change, negative = inhibition, actives largely listed as inhibitors; 390,000 tested, 1% active; further: potency means the concentration at half of the fitted maximal effect; on the % scale 0 is the no-effect control and ±100 the full control effect; nearly all actives have a fitted effect of over 65% in size
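Rat TrxR1 (90 nM in the dispensed reagent) was pre-reduced with 400 uM NADPH for 5 min at room temperature, then incubated with compound for 15 min. After 400 uM selenite was added, NADPH fluorescence (Ex 340/Em 450 nm) was followed for 8 min.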
An asterisk follows results filed as active; ? = inconclusive; . = no result given; & = joins results of further samples; [ ] = remark or other dose. Unless noted, the call rests on the fitted dose curve; in most records, active means well fitted curve in the direction sought with a large enough effect; inconclusive means small, poorly fitted or top-dose-only effect, or another doubt; inactive means no such curve, though single readings can be large; an effect the other way counts as inactive or inconclusive.

SMILES	GRP78 ERSR act	RGS4 inh	IDH1 R132H inh	Vif-A3G inh	Vif-APOBEC3F blk	USP1-UAF1 inh	TrxR1 substrate	LDHA inh	TrxR1 inh
COc1cccc(NC(=O)N(C2CCCCC2)C(C)c2cccs2)c1 (stereo not given)	2%	-22%	1%	0%	4%	-12%	7%	8	13%
COc1cc2c(cc1OC)/C(=C/c1ccc(N(C)C)cc1)C=C2	4%	.	.	2%	.	.	-11%	.	-14%
N#Cc1ccc(-c2cn3c(n2)SCC3)cc1	-4%	-24%	3%	4%	-1%	-16%	301%[activator]	-1	-13%
Cn1c(=O)c(C(=O)NCCc2ccc(Cl)cc2)c(O)c2ccccc21	-2%	-12%	4%	0%	-5%	-8%	3%	-1	17%
COC(=O)c1ccccc1S(=O)(=O)N1CCC(C(=O)OCC(=O)NC2CCCCC2C)CC1 (stereo not given)	-4%	16%	-12%	-3%	-8%	-7%	-3%	-8	8%
CCOC(=O)N1CCN(C(=O)c2cc(-c3ccncc3)nc3ccccc23)CC1	0%	19%	-2%	?	?	-12%	-8%	-6&-2	-13%
CC(C)CCN(CC(=O)NC1CCCC1)C(=O)C(=O)Nc1ccc2c(c1)OCCO2	-3%	-5%	1%	0%	-3%	-8%	-3%	-3	2%[57.1 µM]
Cc1ccc(-n2nc(C)c3c(C)c(CCC(=O)O)c(C)nc32)cc1	-4%	0%	12%	3%	-12%	-24%	66%[activator][57.1 µM]	-10	25%[57.1 µM]
O=C(O)c1ccc2c(=O)[nH]c(CN3CCOCC3)nc2c1	-3%	21%	-5%	5%	-1%	-9%	8%	-12	5%
COc1cc(C(=O)Nc2ccc(Br)cc2C(=O)c2cc(OC)c(OC)c(OC)c2)cc(OC)c1OC	-3%	13%	1%	?	-15%	-7%	-3%	-1	13%
O=C(NC(=S)Nc1ccc(N2CCOCC2)c(Cl)c1)C(c1ccccc1)c1ccccc1	-2%	-21%[11.4 µM]	-7%	-4%	8%	-21%	-11%	-6	12%[57.1 µM]
OC(CSc1c(Cl)cccc1Cl)CN1CCN(c2ccc(F)cc2)CC1 (stereo not given)	-4%	6%	3%	-5%	-8%	-11%	1%[57.1 µM]	7	22%

Compound profiles, as listed above. Order of values: GRP78 ERSR act, RGS4 inh, IDH1 R132H inh, Vif-A3G inh, Vif-APOBEC3F blk, USP1-UAF1 inh, TrxR1 substrate, LDHA inh, TrxR1 inh
`OC(CSc1c(Cl)cccc1Cl)CN1CCN(c2ccc(F)cc2)CC1` (stereo not given) across the screens: -4%, 6%, 3%, -5%, -8%, -11%, 1%[57.1 µM], 7, 22%
`O=C(O)c1ccc2c(=O)[nH]c(CN3CCOCC3)nc2c1` across the screens: -3%, 21%, -5%, 5%, -1%, -9%, 8%, -12, 5%

Further structures follow:
SMILES	GRP78 ERSR act	RGS4 inh	IDH1 R132H inh	Vif-A3G inh	Vif-APOBEC3F blk	USP1-UAF1 inh	TrxR1 substrate	LDHA inh	TrxR1 inh
CC(C)c1ccc(Nc2c(-c3ccccc3O)nc3cnccn23)cc1	?	1%	-8%	-2%	-14%	-26%	-3%	2	9%
O=C(Nc1ccc2oc(-c3ccc4ccccc4c3)nc2c1)c1cccc(Cl)c1Cl	2%	6%	-4%	1%	?	-10%	21%	-2	16%
COc1ccccc1CN1C(=O)c2cccc3cccc(c23)C1=O	-1%	-20%	3%	-1%	-8%	-11%	-3%	-3	-6%
COc1cc2nc(N(C)CCCNC(=O)C3CCCO3)nc(N)c2cc1OC (stereo not given)	-4%&-3%	0%[56.9 µM]	.	.	.	.	172%[activator][57.1 µM]	.	22%[57.1 µM]
O=C(COC(=O)C1=NN(c2ccccc2)C(=O)CC1)Nc1ccc([N+](=O)[O-])cc1C(F)(F)F	-2%	-28%	-5%	0%	-13%	-23%	1%	-2	10%
COc1ccc(CNC(=O)CSc2nnnn2C)cc1OC	2%	-18%	3%	-7%	6%	-27%	7%[57.1 µM]	-4	8%
O=C(COC(=O)/C=C/c1ccc(Cl)cc1)Nc1ccc2[nH]c(=O)[nH]c2c1	-2%	-33%	3%	4%	-23%	-13%	0%	-6	12%
Cc1ccc(NC(=O)C2CCCN(S(=O)(=O)c3c(C)noc3C)C2)cc1 (stereo not given)	-2%&-3%	-3%&18%	1%&15%	-3%&3%	0%&-6%	-16%&-8%	8%[0.0914 µM]	-4&-10	22%[0.0914 µM]
Fc1ccc(C2=CC(c3ccc(F)cc3)n3c(nc4ccccc43)N2)cc1 (stereo not given)	-4%	-31%	-14%	-14%	-11%	-10%	-4%[57.1 µM]	0	-26%[57.1 µM]
COc1ccc(NC2CCCN(C(=O)c3ccccc3N3CCOCC3)C2)cc1OC (stereo not given)	0%	-2%	1%	1%	6%	-17%	-1%	13	-9%
COc1cccc(C2C(C(=O)Nc3ccc(Cl)cc3)=C(C)Nc3nc4ccccc4n32)c1 (stereo not given)	-3%	14%	2%	2%	-2%	4%	38%[activator]	-9	-31%
COc1ccccc1C(=O)Nc1nc(-c2ccccc2)ns1	3%	13%	5%	0%	-7%	-26%	5%	-1	27%
O=C(CCNS(=O)(=O)c1ccccc1C(F)(F)F)NCCCc1ccccc1	-8%	-1%	-8%	-4%	1%	-18%	3%	-6	17%
O=C(c1ccncc1)N1CCN(S(=O)(=O)c2ccccc2Br)CC1	1%	-12%	1%	0%	-9%	-5%	-5%	-2	-2%
O=[N+]([O-])c1ccc(Cl)c(CN2CCN(c3ncccn3)CC2)c1	-5%	-17%	1%	6%	0%	-4%	-6%	-8	-10%
CC1=C(C(N)=O)C(c2ccccc2Br)n2ncnc2N1 (stereo not given)	-1%	-13%	-8%	-3%	-4%	-29%	4%[57.1 µM]	-1	12%[57.1 µM]
O=C(COc1cccc2ccccc12)NNC(=O)C1CCCO1 (stereo not given)	-2%	-8%	4%	1%	-7%	-7%	0%	-5	5%
CCCCNC(=O)COC(=O)c1c2c(nc3ccccc13)/C(=C\c1cccs1)CC2	4%	-14%	-1%	-15%	?	?	3%	6	-12%
CCOC(=O)Cc1csc(NC(=O)Nc2cccs2)n1	9%	5%	17%	0%	-16%	-22%	1%	-11	19%
CN1CC=C2C(C#N)=C(N)C(C#N)(C#N)C(c3ccsc3)C2C1 (stereo not given)	-7%	-2%[11.4 µM]	?	-9%	-10%	-16%	55%	8	4%[57.1 µM]
Cc1cccc(NS(=O)(=O)c2ccc(Cl)c(C(=O)Nc3ccccc3C)c2)c1	-4%	-7%	-9%	-5%	0%	-25%	-1%	0	14%
COc1cc(OC)c(OC)cc1/C=N/NC(=O)c1cnccn1	-5%	11%	-3%	-6%	8%	-11%	-4%[57.1 µM]	6	7%[57.1 µM]
C=C(C)CNC(=O)c1ccc(OC2CCN(C(=O)COC)CC2)cc1	2%	1%	-9%	0%	2%	-10%	1%	-4	-15%
COC(C[C@H](O)C[C@@H](O)[C@@H](C)OCc1ccccc1)OC	1%	-13%	-3%	-3%	-1%	-14%	-3%	-1	23%
CN(C)C(=O)Cn1nc(-c2ccccc2)c2ccccc2c1=O	-4%	-46%	2%	1%	.	-5%	3%	-7&-12	20%
COc1ccc(/C=N/NC2=NS(=O)(=O)c3ccccc32)cc1OC(C)=O	-2%	1%	1%	2%	-8%	-17%	-4%[57.1 µM]	0	-13%[57.1 µM]
CCN(CC)S(=O)(=O)c1ccc(C(=O)NN(C)C2=NS(=O)(=O)c3ccccc32)cc1	-2%	-5%	7%	-11%	-1%	-15%	8%	1	10%
COc1cccc(CN(C)C(=O)CSC(C)C(=O)Nc2cc(C)on2)c1OC (stereo not given)	-1%	10%	1%	-1%	-3%	-21%	7%	-5	17%
CC(=O)Nc1nnc(SCC(=O)Nc2ccc3c(c2)OCCO3)s1	-7%	11%	3%	-1%	0%	-5%	-16%	-2	-10%
CCN(CC)CCCNC1=C(Cl)C(=O)c2ccccc2C1=O	-16%	-2%	6%	-8%	1%	?	-5%	1	?
CN(C(=O)COC(=O)Cc1c(F)cccc1Cl)c1c(N)n(Cc2ccccc2)c(=O)[nH]c1=O	0%	2%	-1%	-4%	12%	-13%	-3%	-6	-5%
Cc1c(C(=O)N2CCCCC2)oc2ccc(S(=O)(=O)N3CC(C)CC(C)C3)cc12 (stereo not given)	-7%	1%	2%	-7%	3%	-13%	-1%[57.1 µM]	-1	-1%[57.1 µM]
c1ccc(-c2ccccc2OCCN2CCOCC2)cc1	-4%	-1%	3%	1%	8%	-12%	8%[57.1 µM]	?	4%[57.1 µM]

Assay outcomes from PubChem BioAssay.

Some of the compounds tested; count on the stated rates, not on these rows.
